# TEAD-YAP block: TEAD-YAP interaction inhibition. HEK-TIYL cells, TEAD-Gal4/YAP UAS-luciferase luminescence. hit rate 1.4% among 640,000. inhibition, % at 9.12 µM; in the data active means inhibition above about 32%;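 further: 0% = median of test compound wells and 100% = reference inhibitor wells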
# GPR151 ag: human GPR151 activation; PathHunter beta-arrestin GPR151 cells, luminescence; activation, % at 11.2 µM; hit rate 1% among 650,000; AID 1508602; in the data active means activation above about 4.9%;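 further: 0% = median of compound wells and 100% = cells with positive control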
# Target sequence (Q8TDV0 whole entry, looked up): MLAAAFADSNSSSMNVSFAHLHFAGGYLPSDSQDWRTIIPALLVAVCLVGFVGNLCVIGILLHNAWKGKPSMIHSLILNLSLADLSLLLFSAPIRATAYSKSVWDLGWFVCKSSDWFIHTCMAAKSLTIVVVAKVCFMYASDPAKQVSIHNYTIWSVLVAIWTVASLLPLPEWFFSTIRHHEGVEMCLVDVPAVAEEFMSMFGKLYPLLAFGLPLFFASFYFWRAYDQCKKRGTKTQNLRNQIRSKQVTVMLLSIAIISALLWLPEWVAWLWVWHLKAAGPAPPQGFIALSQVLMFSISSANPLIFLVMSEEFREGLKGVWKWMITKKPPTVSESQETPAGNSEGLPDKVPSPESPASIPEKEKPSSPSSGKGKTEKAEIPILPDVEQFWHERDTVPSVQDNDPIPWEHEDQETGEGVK
# MITF primary: inhibitors of human MITF. AlphaScreen MITF homodimerization, bead proximity signal. inhibition, % at 2.6 µM. hit rate 0.91% among 650,000. AID 1259374; in the data active means inhibition above about 50%;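 further: 0% = vehicle wells with protein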
# Target sequence (O75030 whole entry, looked up): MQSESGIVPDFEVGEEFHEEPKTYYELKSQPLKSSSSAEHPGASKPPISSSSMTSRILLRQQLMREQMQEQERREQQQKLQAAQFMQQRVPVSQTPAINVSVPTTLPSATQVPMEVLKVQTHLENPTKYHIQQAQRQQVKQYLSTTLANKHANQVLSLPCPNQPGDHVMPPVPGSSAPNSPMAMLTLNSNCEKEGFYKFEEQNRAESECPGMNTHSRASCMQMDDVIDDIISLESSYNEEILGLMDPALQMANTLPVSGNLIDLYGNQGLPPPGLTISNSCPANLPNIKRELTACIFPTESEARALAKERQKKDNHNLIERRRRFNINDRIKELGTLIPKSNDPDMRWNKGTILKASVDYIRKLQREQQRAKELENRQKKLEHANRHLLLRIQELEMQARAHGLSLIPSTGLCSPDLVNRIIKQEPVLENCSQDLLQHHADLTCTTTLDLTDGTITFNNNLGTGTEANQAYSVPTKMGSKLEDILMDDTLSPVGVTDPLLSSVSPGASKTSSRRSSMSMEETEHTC
# FBW7 act: human FBW7 E3 ligase activation, primary screen | Q969H0 | normalized activity (activation), % at 26.1 µM | hit rate 0.13% among 650,000 | AlphaScreen FBW7–phospho-cyclin E peptide binding, activator screen; in the data active means normalized activity above about 1.9%;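 further: purified mutant Fbw7 with reduced substrate affinity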
# * marks the source's active call; other numbers are inactive results; . = no result given; & = joins results of further samples. Hits appear at their usual frequency; 3.5% or so of the library scored in one or more.
molecule	TEAD-YAP block	GPR151 ag	MITF primary	FBW7 act
CCOc1ccc(NC(=O)c2ccc(F)c(S(=O)(=O)N(CC)Cc3ccccc3)c2)cc1	61.7*	-1.1	3.3	-0.2
CCOC(=O)CSc1nc2cc(C(=O)N3CCN(C(=O)OCC)CC3)ccc2c(=O)n1C1CCCCC1	-6.2	0.5	-16.8	0.0
CCN1c2ncccc2C(=O)NC12CCN(C(=O)CCn1nc(C)cc1C)CC2	-6.8	1.5	-2.9	-0.1
Cc1cccc(NC(=O)CSc2nc(-c3cccs3)cc(-c3cccs3)c2C#N)c1	-1.5	-1.2	-0.5	0.0
COc1ccccc1C(=O)N/N=C(\C)CC(=O)Nc1ccccn1	-10.4	-1.2	-6.7	-0.6
C=CCN1CCN(c2cccc(S(C)(=O)=O)c2)C1=O	-0.6	0.5	-3.1	-0.2
Cc1cnc(-c2csc3ccccc23)nc1NC1CC1	-2.3	-2.4	12.9	0.5
CCn1c(=O)[nH]c(=O)c2c(C(F)(F)F)cc(CCOC)nc21	0.6	1.2	-4.3	-0.1
CC(=O)Oc1ccc(/C=C2\N=C(c3cccc(C)c3)OC2=O)cc1OC(C)=O	2.3	7.6*	0.2	-0.2
CCOc1ccccc1C(=O)Nc1cccc(Cl)c1C	0.0	0.8	-2.6	0.2
O=C(CN1CCC(NC(=O)c2ccccc2F)CC1)Nc1ccc(Cl)cc1	15.1	-0.4	-12.7	0.0
COC(=O)Cc1ccc(NC(=S)NCc2cccc(OC)c2)cc1	1.6	-0.9	-1.7	-0.1
CC(C)C[C@H]1C(=O)N2CCN(C(=O)c3ccccc3Cl)C[C@@H]2C(=O)N1C	2.7	2.0	-8.6	-0.1
O=C(N/N=C\c1cccc(Br)c1)c1cncc(Br)c1	0.2	-0.7	8.8	0.0
CCOC(=O)C1=C(N)N(c2ccc(S(N)(=O)=O)cc2)C2=C(C(=O)CCC2)C1c1cccnc1 (stereo not drawn)	2.9	-0.4	5.6	0.1
CC(=O)c1ccc(NC(=O)c2cn(-c3ccccc3)nc2-c2ccc(C)cc2)cc1	-5.0	0.5	19.0	0.8
Cc1ccc(Oc2ccc(N(C)C(=O)c3ccc(Br)o3)cc2)nn1	15.4	0.2	-5.3	-0.2
O=C(CCCCCNS(=O)(=O)c1ccc(Br)cc1)NCc1ccc(Cl)c(Cl)c1	-3.9	-0.7	1.1	-0.1
COc1cccc2cc(-c3nc4ccccc4[nH]3)c(=Nc3ccccc3Cl)oc12	-51.3	0.6	11.6	0.1
COc1ccc(-c2noc(Nc3ccc(F)cc3)n2)cc1	-80.8	-2.7	0.6	-0.1
O=[N+]([O-])c1ccc(Nc2c[nH]c3ccccc23)cc1	-29.3	-0.2	-8.1	-0.2
O=C(Cn1ccnc1)Nc1ccc(OC(F)(F)Cl)cc1	28.9	0.4	-6.0	0.1
COc1ccc(-c2csc(NC(=O)CN3C(=O)c4ccccc4C3=O)n2)c(OC)c1	-2.9	-1.4	17.3	0.1
Cc1c2cnn(-c3ccccc3)c(=O)c2c(C)n1CCCC(=O)NCCN1CCCCC1C (stereo not drawn)	-3.7	-0.6	3.3	0.0
c1ccc(-c2noc(CN3CCc4[nH]ncc4C3)n2)nc1	-5.5	0.2	-1.0	0.1
O=C(Cc1cccc2ccccc12)Nc1ncc(S(=O)(=O)c2ccc([N+](=O)[O-])cc2)s1	-4.1	2.1	-4.8	0.0
Cc1ccc(S(=O)(=O)N(C)c2ccc(C(N)=O)cc2)cc1	1.3	0.8	-2.6	-0.1
CCCCN(C(=O)c1ccc(F)cc1)C1CC2CCC(C1)N2C (stereo not drawn)	0.4	0.2	-11.4	0.0
CS(=O)(=O)N(CC(=O)Nc1ccccc1C(F)(F)F)c1ccc2c(c1)OCO2	5.8	1.8	-10.1	-0.1
CC1CN(CC(=O)N(C)Cc2cnn(C)c2)Cc2cc(Cl)ccc2O1 (stereo not drawn)	1.7	1.5	0.2	0.0

# Brought forward from above: 2 entries, then new ones.
molecule	TEAD-YAP block	GPR151 ag	MITF primary	FBW7 act
CS(=O)(=O)N(CC(=O)Nc1ccccc1C(F)(F)F)c1ccc2c(c1)OCO2	5.8	1.8	-10.1	-0.1
CC1CN(CC(=O)N(C)Cc2cnn(C)c2)Cc2cc(Cl)ccc2O1 (stereo not drawn)	1.7	1.5	0.2	0.0
O=C(CC12CC3CC(CC(C3)C1)C2)Nc1ccc(-c2ccc(CO)o2)cc1	-3.9	1.0	10.7	0.0
CSc1ncc(Cl)c(C(=O)Nc2ccc([N+](=O)[O-])cc2[N+](=O)[O-])n1	0.3	1.1	-1.8	-0.2
Cc1ccc(-c2nc3ccccc3c(=O)n2Cc2csc(-c3ccc(Cl)cc3)n2)cc1	1.8	0.6	3.1	0.1
COc1cccc2c(=O)cc(C)n(CC(N)=O)c12	4.5	2.9	-8.8	0.0
COc1ccc(NC(=O)CN(C)S(=O)(=O)c2ccc3c(c2)CCC(=O)N3)cc1Cl	-0.2	-0.7	11.4	0.3
Cc1ccc([N+](=O)[O-])cc1-c1ccc(/C=C(\C#N)c2[nH]nc(N)c2C#N)o1	-45.7	-1.4	-26.0	0.0
COc1cc(/C=C2/N=C(c3ccc(C)cc3)OC2=O)cc(OC)c1OC(C)=O	2.8	-0.6	6.6	0.1
NC1=NC(=O)S/C1=C\c1ccc(F)cc1	-0.6	1.4	-5.0	-0.1
O=C(Nc1ccc(C(=O)c2ccccc2)cc1)c1ccccc1	-50.1	0.9	8.3	0.0
NC(=O)c1cccn1Cc1ccccc1Cl	-7.1	5.2*	-4.4	0.0
O=C(CNc1ccc(Cl)cc1)NN=C1CCCCCC1	-8.7	0.3	-0.4	0.1
N#Cc1c(NC(=O)c2cc(-c3ccccc3)nc3ccccc23)sc2c1CCCC2	9.3	1.2	-4.4	-0.1
O=C(NCCOc1ccc2nnc(-c3ccccc3Cl)n2n1)NC1CCCCC1	8.9	0.6	0.9	0.0
COc1ccc(N2C(=O)CC(n3c(CO)nc4ccccc43)C2=O)cc1 (stereo not drawn)	-0.9	0.2	1.0	0.1
CC(C)n1cnc2c(NCCCN3CCOCC3)nc(Nc3ccc(OC(F)(F)F)cc3)nc21	-0.4	0.4	-6.2	0.0
COCCNC(=O)c1cn(Cc2cccc3ccccc23)nn1	-42.9	0.4	3.0	-0.1
C[n+]1ccc(C(=O)N/N=C/c2ccc(Br)cc2)cc1	3.5	-0.3	-11.7	0.0
COc1ccc(C(=O)Nc2ccnn2C2CCN(Cc3cccc(OC)c3)CC2)cc1	9.3	-0.1	-8.1	0.0
C/C(=C\C(=O)c1ccc(C)cc1)Nc1ccc(N2CCOCC2)cc1	-5.6	0.4	2.5	-0.2
COc1ccc(CN2C[C@@H]3C[C@@H](C#Cc4ccccc4)N4CCC[C@@]34C2=O)cc1	-3.1	-1.3	16.2	0.7
O=C(NCCO)C(=O)NCCC1CCCCN1S(=O)(=O)c1cccs1 (stereo not drawn)	2.9	2.8	1.9	0.0
O=C(CSc1nc2ccccc2c(=O)[nH]1)c1ccccc1	-6.2	-0.8	12.6	0.9
COc1ccc2c(c1OC)C(=O)OC2OC (stereo not drawn)	-7.0	1.5	11.7	-0.1
CCSCCOC(=O)C1=C(C)NC2=C(C(=O)CC(c3cccs3)C2)C1c1ccc(O)c(OC)c1 (stereo not drawn)	8.4	-1.4	14.0	0.2
CC1=NN(c2ccc([N+](=O)[O-])cc2S(=O)(=O)Nc2ccc(Cl)cc2)C(=O)C1	-0.1	0.4	13.3	0.1
COc1ccc(-c2cn3c4ccccc4n(N)c3n2)cc1	90.0*	-7.0	-0.7	0.1
COc1cc(-c2ccc(NC(=O)c3ccccc3Cl)c(OC)c2)ccc1NC(=O)c1ccccc1Cl	-1.1	1.4	-10.8	0.1
C[n+]1ccc(C(=O)N/N=C/c2ccc3c(c2)OCO3)cc1	-4.8	-0.9	-7.3	0.7
O=C(CSc1nccn1-c1ccc(F)cc1)N1CCc2ccccc21	-5.5	0.3	15.9	0.1
Cc1nc2nc(CO)[nH]n2c(=O)c1Cc1ccccc1	-2.7	-0.5	-16.0	-0.1
O=S(=O)(NCc1ccco1)c1ccc(Cl)cc1	-2.7	-0.5	-4.5	0.1
COc1ccc([C@@H]2C[C@H]3CN(C4CCN(C)CC4)C(=O)[C@]34CCCN24)cc1O	-5.8	-1.8	0.0	-0.2
O=C1COc2cc(S(=O)(=O)N3CCC(C(=O)N4CCCC4)CC3)ccc2N1	3.6	0.3	9.6	0.1
Cc1ccc(C)c(S(=O)(=O)NCCC(=O)O)c1	-11.6	-1.2	-3.7	0.3
Cc1cc(NCC2CCCO2)n2c(nc3ccccc32)c1C#N (stereo not drawn)	12.5	0.7	7.9	0.1
CCc1ccc(NC(=O)CSc2nnc(SCC(N)=O)s2)cc1	3.1	-0.8	6.4	0.1
CC1=CC(C)(C)Nc2ccc(OC(=O)c3ccccn3)cc21	-35.9	-0.3	-0.9	-1.1
CCOC(=O)CNC(=O)CSc1nnc2[nH]c(=O)cc(C)n12	3.7	-1.2	-4.8	-0.3
CCCn1c(/C=C/C2=CCN(C)CC2)nc2ccccc21	-4.0	-0.8	1.0	-0.1
Cc1cccc(NC(=O)CSCC(=O)O)c1	-7.2	-1.5	-0.8	-0.1
CC(C)(C)OC(=O)NCCCC1=CC2=CC(=O)C(C)(OC(=O)c3cnc4ccccc4n3)C(=O)C2=CO1 (stereo not drawn)	.	2.2&-0.1	-2.1&8.2	0.0&-0.1
CC(OC(=O)CN1C(=O)NC(C)(C)C1=O)C(=O)Nc1ccc2c(c1)OCCO2 (stereo not drawn)	-1.3	1.0	1.1	0.1
Cc1c(C(=O)N2CCC(C(N)=O)(N3CCCCC3)CC2)sc2ncn(Cc3ccccc3F)c(=O)c12	-7.3	1.9	-0.6	-0.1
O=C1/C(=C/c2ccc(Cl)cc2)NC(=S)N1c1ccccc1	-18.5	-0.5	25.1	1.1
O=C(Cc1ccccc1)Nc1nc(-c2ccc(Oc3ccccc3)cc2)cs1	8.0	1.1	9.0	0.3
Cc1ccccc1Nc1nnc(SCC(=O)NC(=O)NC(C)(C)C)s1	-5.3	1.9	-3.0	0.1
O=c1[nH]c(N2CCCC2)nc2c1CN(Cc1ccc3ncccc3c1)CC2	7.0	0.9	12.6	0.0
Cc1cccc(NC(=O)c2c(O)c3ccccc3[nH]c2=O)c1C	-5.9	-0.3	4.7	-0.1
O=C(COC(=O)c1n[nH]c2ccccc12)Nc1ccc2ccccc2c1	-5.0	-0.7	4.5	0.0
CCn1c(C)nc2cc(NC(=O)C(F)(F)F)ccc21	-13.8	2.3	8.9	0.1
COC(=O)N/N=C/c1ccc(Oc2ccccc2)cc1	-14.3	-0.7	11.8	0.0
O=C(Nc1ccccc1Cl)NC1(C(=O)NCc2ccc3c(c2)OCO3)CCCCC1	3.4	-0.9	6.5	-0.1
O=C(COc1ccc(Cl)cc1)Nc1cccc(NC(=O)c2ccccc2)c1	-9.6	-0.4	-14.8	-0.1
CCOc1ccccc1/C=N/NC(=O)c1ccccc1I	-14.6	0.5	8.5	0.1
CCOCCOC(=O)c1ccc(NC(=O)c2cccc(Br)c2)cc1	-18.4	-0.7	16.1	0.3
COc1ccc(S(=O)(=O)Oc2ccc(C=C3C(=O)NC(=O)NC3=O)cc2)cc1	1.6	5.3*	8.7	-0.8
Cc1ccnc(NS(=O)(=O)c2ccc(NC(=O)c3ccc4ccccc4c3)cc2)n1	8.9	-1.4	17.1	0.7
O=C1CC(c2ccc(Cl)c([N+](=O)[O-])c2)c2ccc3ccccc3c2N1 (stereo not drawn)	5.9	-0.8	-1.3	-0.3
CCN(Cc1ccccc1)C(=O)Cn1cc2c(n1)CCCC2	-3.0	0.4	1.9	0.0
CCC(C)NC(=O)c1sc2nc(-c3ccc(OC)cc3)cn2c1C (stereo not drawn)	-5.5	1.1	12.6	-0.2

# Among those listed so far, these contain a tert-butyl group.
molecule	TEAD-YAP block	GPR151 ag	MITF primary	FBW7 act
CC(C)(C)OC(=O)NCCCC1=CC2=CC(=O)C(C)(OC(=O)c3cnc4ccccc4n3)C(=O)C2=CO1 (stereo not drawn)	.	2.2&-0.1	-2.1&8.2	0.0&-0.1
Cc1ccccc1Nc1nnc(SCC(=O)NC(=O)NC(C)(C)C)s1	-5.3	1.9	-3.0	0.1

# Remaining list, next part:
molecule	TEAD-YAP block	GPR151 ag	MITF primary	FBW7 act
Cn1c(SCC(=O)NCc2ccco2)nnc1-c1cccc(Cl)c1	2.5	-1.0	-8.2	0.0
CC1=Nc2ccccc2NC(=O)C1	5.2	1.7	10.4	0.1
CCOC(=O)C1=C(N)Oc2cc(C)oc(=O)c2C1c1cccc(C(F)(F)F)c1 (stereo not drawn)	8.3	0.0	4.7	-0.1
CN(Cc1nccn1C)C(=O)CC1C(=O)NCCN1CC(c1ccccc1)c1ccccc1 (stereo not drawn)	4.2	-0.7	-1.1	-0.1
O=C(CN1C(=O)c2ccccc2S1(=O)=O)Nc1ccc2ccccc2c1	11.9	2.0	0.3	-0.1
CCCCCNC(=O)c1cccnc1SCc1ccccc1F	-5.7	-0.5	-4.4	-0.1
CC1(C)Cc2nc3sc(C(=O)O)c(N)c3cc2CS1	-8.2	0.0	8.7	-0.1
c1cncc(-c2nn3c(-c4ccncc4)nnc3s2)c1	-0.5	1.0	7.4	1.0
CCOc1ccc(C(=O)NCC(=O)OCC(=O)N(C(C)C)C(C)C)cc1	-5.2	0.3	13.8	0.2
